CFTR F508del cor – F508del CFTR correction, initial screen, CFBE line, single point; hit rate 0.36% among 350,000; CFBE cells, YFP halide quenching; stimulated with forskolin plus potentiator P3; % fluorescence drop versus neutral controls; activity (quench increase), % at 7.58 µM;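 active means mean added fluorescence quench of at least 8% versus neutral control, with both replicates also reaching 8%; inconclusive means only one of the mean or replicate conditions met; inactive means mean below 8% and not both replicates reaching 8%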;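 further: cells transiently co-express mutant CFTR-F508del with the halide-sensitive YFP; corrector assay measuring rescue of mutant channel to the surface after 24 h compound exposure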
RAD52 anneal inh – RAD52 DNA annealing inhibitors, primary screen, biochemical, FRET, single point, set 2 | recombinant RAD52 DNA annealing, FRET fluorescence | DNA repair protein RAD52 homolog (Homo sapiens), P43351 | hit rate 0.46% among 360,000 | inhibition, % at 18.7 µM;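 active means every replicate showing at least 50% inhibition; inconclusive means mean inhibition at least 50% but not in every replicate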
Target sequence (P43351 whole entry, looked up): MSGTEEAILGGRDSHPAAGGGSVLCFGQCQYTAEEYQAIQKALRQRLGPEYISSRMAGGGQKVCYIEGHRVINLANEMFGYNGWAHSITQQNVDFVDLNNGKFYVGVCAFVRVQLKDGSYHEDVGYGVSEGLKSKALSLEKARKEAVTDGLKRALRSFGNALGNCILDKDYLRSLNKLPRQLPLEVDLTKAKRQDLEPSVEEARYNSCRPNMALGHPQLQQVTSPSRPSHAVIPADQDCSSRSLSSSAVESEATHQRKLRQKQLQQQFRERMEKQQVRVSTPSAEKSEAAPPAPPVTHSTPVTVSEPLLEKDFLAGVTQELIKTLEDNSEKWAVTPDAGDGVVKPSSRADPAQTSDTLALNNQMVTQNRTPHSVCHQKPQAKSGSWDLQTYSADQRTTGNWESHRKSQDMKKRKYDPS
RAD54 inh – inhibitors of human RAD54 branch migration, primary screen, biochemical, fluorescence, single point. DNA repair and recombination protein RAD54-like (Homo sapiens), Q92698. hit rate 0.14% among 360,000. inhibition, % at 10.4 µM. AID 602329, 2012. RAD54 Holliday junction branch migration, FAM/BHQ fluorescence;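 active means mean normalized replicate activity at least 40 and at least half of replicates scoring 40 or more; inconclusive means only one of the two criteria met; inactive means mean below 40 and under half of replicates reaching 40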;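 further: 0% = median of neutral control wells and 100% = median of positive control wells; inhibitors cause a drop in the FAM fluorescence signal; in these data hits start at about 50%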
DENV2 CPE – inhibitors of DENV2 cytopathic effect, primary screen, cell-based, plate reader, single concentration; DENV2-infected cells, cytopathic effect rescue; CPE inhibition, % at 9.99 µM; hit rate 1.7% among 350,000; in the data active means CPE inhibition above about 20%, passing the limit was not always enough; inconclusive means no clear call, values can overlap the other calls; tested in BHK-21 cells;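 further: 0% = median of neutral control wells and 100% = median of positive control wells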
INS-1E GSIS act – GLuc luminescence reporter in INS-1E cells, primary screen for activators of glucose-dependent secretion of insulin; hit rate 0.61% among 370,000; activation, % at 16.6 µM; AID 743287, 2014; INS-1E GLuc reporter insulin secretion, 2-3 h;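 active means lowest replicate activation of at least 40%, so every replicate reaches that level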;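 further: 0% = median of neutral control wells and 100% = median of IBMX positive control wells; some compounds called inactive have numbers as strong as hits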
E-selectin induc – E-selectin induction in HUVECs, primary screen, imaging, HUVEC, immunofluorescence imaging, single point; P16581; normalized: neutral wells 0, TNF-alpha wells 100; activation, % at 7.58 µM; hit rate 0.37% among 260,000; AID 686992, 2013;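 active means mean E-selectin-positive cell signal at least 10% of the positive control, reached in at least 60% of replicates, without over 20% cell loss; inconclusive means no rule given, readout overlaps actives, possibly toxicity-flagged; inactive means the rest, including those meeting only one limit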;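 further: in these data hits start at about 27%; measured in HUVEC primary endothelial cells; signal is the percent of cells scored E-selectin positive by PE staining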
Target sequence (P16581 whole entry, looked up): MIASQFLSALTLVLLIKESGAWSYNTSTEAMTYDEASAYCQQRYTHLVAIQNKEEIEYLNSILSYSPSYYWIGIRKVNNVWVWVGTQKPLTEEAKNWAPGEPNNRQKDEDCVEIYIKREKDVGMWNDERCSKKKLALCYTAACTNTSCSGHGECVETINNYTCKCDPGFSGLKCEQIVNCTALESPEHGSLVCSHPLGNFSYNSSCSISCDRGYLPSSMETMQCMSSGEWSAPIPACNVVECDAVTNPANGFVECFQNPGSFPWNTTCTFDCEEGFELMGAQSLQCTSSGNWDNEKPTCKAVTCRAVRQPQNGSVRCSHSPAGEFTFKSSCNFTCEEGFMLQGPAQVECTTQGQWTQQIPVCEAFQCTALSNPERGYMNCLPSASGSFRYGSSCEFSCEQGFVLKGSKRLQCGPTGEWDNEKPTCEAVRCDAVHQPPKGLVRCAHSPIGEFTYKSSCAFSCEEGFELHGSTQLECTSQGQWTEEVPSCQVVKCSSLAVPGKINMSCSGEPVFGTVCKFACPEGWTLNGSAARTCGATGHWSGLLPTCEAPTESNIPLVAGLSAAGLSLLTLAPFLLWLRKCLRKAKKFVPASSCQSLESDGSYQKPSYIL
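Test system: HUVEC; input: 3,000 HUVEC/well; measured by: immunofluorescence imaging; read-out: % PE-positive cells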
Casp6 inh – human caspase-6 inhibitors, primary screen, biochemical, VEID-R110 fluorescence, single point, set 2 | P55212 | purified caspase-6, Z-VEID-R110 cleavage fluorescence | inhibition, % at 12.5 µM | hit rate 0.53% among 350,000;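 active means mean inhibition across replicates at least about 35%, with every replicate also reaching that limit, limit read from the data; inconclusive means only one of the two criteria met; inactive means neither criterion met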;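 further: 0% = median of neutral control wells and 100% = no fluorescence left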
Xi reactivation – activators of inactive X chromosome reactivation, primary screen, imaging, XiGFP fibroblasts, GFP high-content imaging, set 2. XiGFP mouse fibroblasts, % GFP-positive cells imaging, 3 d; cells co-treated with 5-aza-dC sensitizer; scaled so ellipticine positive control = 100%. activation, % at 7.58 µM. AID 743238, 2013. hit rate 0.055% among 360,000;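 active means mean normalized replicate activation at least 10% and every replicate at or above 10%; inconclusive means only one of the two criteria met; inactive means mean below 10% and not all replicates reach 10%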;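 further: 0% = median of on-plate neutral control wells and 100% = ellipticine 6 µM median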
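System: XiGFP fibroblasts, SV40-immortalized. Medium: DMEM plus 5-aza-dC sensitizer. Doses: single point. Timing: 3 d treatment, 15 min room-temperature fixation. Control set: ellipticine 6 µM.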
Starred values were filed as active, the others as inactive.

Results for Cc1ccc(NC(=O)C2CC(=O)N(C(C)C)C2)cc1Cl (configuration not stated) ?
CFTR F508del cor: -3.2; RAD52 anneal inh: 12; RAD54 inh: -7; DENV2 CPE: 12; INS-1E GSIS act: 3; E-selectin induc: -1.1; Casp6 inh: -3; Xi reactivation: 0.3

Results for CCN(C(=O)c1ccc(N2CC3CC(C2)c2cccc(=O)n2C3)c(NC(=O)c2ccncc2)c1)c1cccc(C)c1 (configuration not stated) ?
CFTR F508del cor: -0.1; RAD52 anneal inh: -11; RAD54 inh: -8; DENV2 CPE: 1; INS-1E GSIS act: -4; Casp6 inh: -1; Xi reactivation: 0.2

How did O=C(NCc1ccccc1)c1nncc(-c2ccccc2)n1 do in these assays?
CFTR F508del cor: 2.7; RAD52 anneal inh: 0; RAD54 inh: -1; DENV2 CPE: 12; INS-1E GSIS act: 37; E-selectin induc: 0.0; Casp6 inh: 1; Xi reactivation: 0.5

Results for COc1ccc(C(=O)NNC(=O)Cc2ccc([N+](=O)[O-])cc2)cc1 ?
RAD54 inh: 5; INS-1E GSIS act: 19; E-selectin induc: 1.6; Xi reactivation: 0.0

What do the screens show for `O=C(C1=C[C@H](c2ccc(C(F)(F)F)cc2)C[C@H](OCCCCO)O1)N1CCOCC1`?
CFTR F508del cor: 3.5; RAD52 anneal inh: -10; RAD54 inh: 9; DENV2 CPE: 3; INS-1E GSIS act: -4; E-selectin induc: -0.1; Casp6 inh: -2; Xi reactivation: 0.2

What do the screens show for `Fc1ccc(N2Cc3ccsc3C=N2)cc1`?
CFTR F508del cor: 2.7; RAD52 anneal inh: -17; DENV2 CPE: -2; INS-1E GSIS act: 4; Casp6 inh: -1; Xi reactivation: 0.9

Results for N#C[C@H]1[C@@H](c2ccc(C#Cc3cccc(F)c3)cc2)[C@H](CO)N1C(=O)C1CCCC1 ?
CFTR F508del cor: -0.9; RAD52 anneal inh: -46; RAD54 inh: -2; DENV2 CPE: -17; INS-1E GSIS act: 7; E-selectin induc: -0.6; Casp6 inh: 0; Xi reactivation: 0.1

How did CC(C)Oc1ccc(S(=O)(=O)N2CCOCC2)cc1NC(=O)CSc1nnc(C2CC2)n1C do in these assays?
CFTR F508del cor: 1.8; RAD52 anneal inh: -3; RAD54 inh: 4; DENV2 CPE: inconclusive; INS-1E GSIS act: 4; E-selectin induc: -0.1; Casp6 inh: -1; Xi reactivation: 0.0

What do the screens show for `Nc1cccc2c(=O)[nH][nH]c(=O)c12`?
CFTR F508del cor: 2.4; RAD52 anneal inh: -3; DENV2 CPE: 5; INS-1E GSIS act: 14; E-selectin induc: -0.8; Casp6 inh: 0; Xi reactivation: 0.1

How did CCOc1ccc2nc(-c3ccc(OC)c(OC)c3)cc(C(=O)O)c2c1 do in these assays?
RAD52 anneal inh: -10; RAD54 inh: 2; INS-1E GSIS act: 9; Casp6 inh: 3

What do the screens show for `C/C(=N\NC(=O)c1ccc2c(c1)OCO2)c1cccnc1`?
CFTR F508del cor: 3.3; RAD52 anneal inh: -17; RAD54 inh: -3; DENV2 CPE: 11; INS-1E GSIS act: 13; Casp6 inh: -6; Xi reactivation: -0.1

What do the screens show for `COc1cc(C)ccc1S(=O)(=O)NC1CC(C)(C)NC(C)(C)C1`?
CFTR F508del cor: 1.6; RAD52 anneal inh: -6; RAD54 inh: 6; DENV2 CPE: -4; INS-1E GSIS act: 2; Casp6 inh: 1; Xi reactivation: 0.0

Results for O=C(CCCc1ccccc1)Nc1cccc([N+](=O)[O-])c1 ?
CFTR F508del cor: 1.2; RAD52 anneal inh: 8; RAD54 inh: -12; DENV2 CPE: 40*; INS-1E GSIS act: -27; Casp6 inh: 0; Xi reactivation: 0.0

How did CN1CCCCN2[C@H](CO)[C@H](c3ccc(-c4ccccc4)cc3)[C@H]2C1 do in these assays?
CFTR F508del cor: -3.2; RAD52 anneal inh: 9; RAD54 inh: 3; DENV2 CPE: inconclusive; INS-1E GSIS act: 0; E-selectin induc: -0.1; Casp6 inh: 1; Xi reactivation: 0.0

Results for COCC(=O)N1CC2(C1)[C@H](c1ccc(-c3ccccc3)cc1)[C@@H](CO)N2C(=O)COC ?
CFTR F508del cor: -3.6; RAD52 anneal inh: -14; DENV2 CPE: -6; INS-1E GSIS act: 6; E-selectin induc: 0.1; Casp6 inh: -1; Xi reactivation: 0.0

What do the screens show for `CCCn1c(N)c(N(CCOC)C(=O)c2cc3ccccc3cc2OC)c(=O)[nH]c1=O`?
CFTR F508del cor: -4.7; RAD52 anneal inh: -19; RAD54 inh: 1; DENV2 CPE: -1; INS-1E GSIS act: 5; E-selectin induc: -1.9; Casp6 inh: -1; Xi reactivation: 0.0

How did CCOC(=O)c1c(C)n(CC(O)CN(C)C)c2cc(Br)c(OC)cc12 (configuration not stated) do in these assays?
CFTR F508del cor: 3.2; RAD52 anneal inh: 85*; INS-1E GSIS act: 0; E-selectin induc: -1.4; Casp6 inh: -11; Xi reactivation: 0.0

What do the screens show for `CC(Sc1n[nH]c(=O)n1Cc1ccccc1)C(=O)NCC1CCCO1` (configuration not stated)?
CFTR F508del cor: -2.1; RAD52 anneal inh: -7; RAD54 inh: -2; DENV2 CPE: 14; INS-1E GSIS act: -1; Casp6 inh: -2; Xi reactivation: 0.0

Results for Cc1ccc(S(=O)(=O)Nc2cccc3c2O[C@@H](CN(C)S(=O)(=O)c2ccccc2)[C@@H](C)CN([C@@H](C)CO)C3=O)cc1 ?
CFTR F508del cor: 3.8; RAD52 anneal inh: -3; RAD54 inh: -5; DENV2 CPE: 0; INS-1E GSIS act: 8; E-selectin induc: -0.2; Casp6 inh: -1; Xi reactivation: 0.1

How did CCc1[nH]nc(C(=O)N2CCCC(CNS(=O)(=O)c3cccs3)C2)c1C (configuration not stated) do in these assays?
CFTR F508del cor: -0.4; RAD52 anneal inh: -12; INS-1E GSIS act: 1; E-selectin induc: 4.3; Casp6 inh: 0; Xi reactivation: 0.0

What do the screens show for `COc1ccc(NC(=O)NCCC2=CCCCC2)cc1`?
RAD52 anneal inh: -8; DENV2 CPE: 0; INS-1E GSIS act: 8; Casp6 inh: -1; Xi reactivation: 0.1

What do the screens show for `CCOC(=O)Nc1ccc2c(COC(=O)C(NS(=O)(=O)c3ccc(Cl)cc3)C(C)O)cc(=O)oc2c1` (configuration not stated)?
CFTR F508del cor: 1.2; RAD52 anneal inh: -15; RAD54 inh: 2; DENV2 CPE: -6; INS-1E GSIS act: -4; E-selectin induc: 0.0; Casp6 inh: 4; Xi reactivation: 0.3

How did CC1Sc2ccc(S(=O)(=O)CCC(=O)N(C)Cc3ccccc3)cc2NC1=O (configuration not stated) do in these assays?
CFTR F508del cor: 0.4; RAD52 anneal inh: -9; RAD54 inh: -7; DENV2 CPE: 2; INS-1E GSIS act: 7; E-selectin induc: 0.3; Casp6 inh: 11; Xi reactivation: -0.1

What do the screens show for `CN1c2ccc(-c3ccccc3)cc2[C@H]2[C@H](CCN2C(=O)c2ccccc2F)[C@H]1CO`?
CFTR F508del cor: -2.0; RAD52 anneal inh: 24; RAD54 inh: 1; DENV2 CPE: -3; INS-1E GSIS act: -24; E-selectin induc: 0.0; Casp6 inh: -2; Xi reactivation: 0.2

How did O=C(Nc1ccc2nc3n(c(=O)c2c1)CCCCC3)c1ccccn1 do in these assays?
CFTR F508del cor: -2.2; RAD52 anneal inh: 3; RAD54 inh: 4; DENV2 CPE: 3; E-selectin induc: 0.2; Casp6 inh: -1; Xi reactivation: -0.1

What do the screens show for `O=C(C[C@H]1C[C@@H]2c3cc(NC(=O)Nc4ccccc4F)ccc3O[C@@H]2[C@@H](CO)O1)NCCc1ccccc1`?
CFTR F508del cor: -1.4; RAD52 anneal inh: -6; RAD54 inh: 2; DENV2 CPE: 0; INS-1E GSIS act: 1; E-selectin induc: 1.1; Casp6 inh: 3; Xi reactivation: 0.3

Results for Cc1cccc(C(=O)N2CCC[C@H]2C(=O)N2CCC[C@H]2C(=O)NCc2ccncc2)c1 ?
CFTR F508del cor: -2.3; RAD52 anneal inh: -14; DENV2 CPE: inconclusive; INS-1E GSIS act: 0; E-selectin induc: -0.1; Casp6 inh: 2; Xi reactivation: -0.2

Results for CCCCc1ccc(NC(=O)Nc2cnccn2)cc1 ?
CFTR F508del cor: 1.6; RAD52 anneal inh: -20; RAD54 inh: -7; DENV2 CPE: -4; INS-1E GSIS act: -9; Casp6 inh: -1; Xi reactivation: 0.4

How did Cc1ccc2c(Cl)cc(Cl)c(OCC(=O)OCC(=O)Nc3ccc(C#N)cc3)c2n1 do in these assays?
CFTR F508del cor: 3.5; RAD52 anneal inh: -16; RAD54 inh: 0; DENV2 CPE: -2; E-selectin induc: 0.7; Casp6 inh: -5; Xi reactivation: 0.1

What do the screens show for `CCCNC(=O)N1CC2(CN(CC3CC3)C2)c2c([nH]c3cc(OC)ccc23)[C@H]1CO`?
CFTR F508del cor: -2.5; RAD52 anneal inh: 12; DENV2 CPE: -9; INS-1E GSIS act: 10; E-selectin induc: -0.2; Casp6 inh: -2; Xi reactivation: 0.3

Results for O=[N+]([O-])c1ccc(N2CCN(CCOc3nonc3-c3ccccc3)CC2)c(Cl)c1 ?
CFTR F508del cor: -1.1; RAD52 anneal inh: -11; RAD54 inh: -4; DENV2 CPE: 3; INS-1E GSIS act: -5; Casp6 inh: -3

Results for O=C(Nc1ccccc1)[C@@H]1[C@@H](CO)[C@@H]2Cn3c(cccc3=O)[C@H]1N2Cc1ccncc1 ?
CFTR F508del cor: -0.9; RAD52 anneal inh: -21; RAD54 inh: 0; DENV2 CPE: 2; INS-1E GSIS act: 6; E-selectin induc: 0.0; Casp6 inh: 0; Xi reactivation: 0.2

How did O=[N+]([O-])c1ccc2[nH]c(O)c(N=NC(=S)Nc3cccnc3)c2c1 do in these assays?
CFTR F508del cor: -1.4; RAD52 anneal inh: 16; DENV2 CPE: 0; INS-1E GSIS act: 1; Casp6 inh: 0; Xi reactivation: -0.2

From PubChem
